High-throughput results: PubChem BioAssay, several laboratories
PDI turbidity – inhibitors of human protein disulfide isomerase | PDI insulin aggregation turbidity, A650, 90 min | 350,000 tested, 0.052% active | P07237 | inhibition, % at 10 µM;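 active = mean inhibition across replicates of 30% or more, whatever share of single replicates reach that level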;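 also: absorbance from insulin aggregation driven by PDI reduction with DTT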
hiPSC survival – increases survival of single human iPS cells; hiPSC single-cell survival, ATPlite luminescence; 100% = ROCK inhibitor wells, 0% = DMSO; survival enhancement, % at 20 µM; 360,000 tested, 0.044% active; AID 602274; in the data active = survival enhancement above about 18%;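 also: cells exposed to compounds for 16 hours before the ATP read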
aDG glyco act – alpha-DG glycosylation activation. Pro5-aDG cells, alpha-DG glycosylation AlphaScreen (IIH6); 0% Pro5, 100% B10-LARGE cell signal. 360,000 tested, 0.22% active. activation, % at 10 µM. AID 624168;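 active = activation of at least 8% versus controls, or a plate z-score of at least 8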;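 also: Pro5 are CHO cells carrying HIG-tagged alpha-DG that lacks glycosylation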
Glyco luc inh – N-linked glycosylation inhibition. AID 588692. D54 ERlucT glycosylation luciferase reporter, 24 h; percent of 100 nM tunicamycin response. 360,000 tested, 0.23% active. reporter increase, % at 12.5 µM;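 active = mean luciferase reporter signal, scaled so untreated is 0 and the glycosylation-blocking control 100, at or above a set limit in every replicate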;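 also: luciferase carries N-glycosylation sites so blocking glycosylation raises the light; 0% = median of neutral control wells and 100% = median of 100 nM tunicamycin wells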
ABCB6 inh MLPCN – blocks the human ABCB6 transporter; Q9NP58; K562-ABCB6 porphyrin accumulation, flow cytometry, 1 h; hits give low values; fluorescence ratio to DMSO, % at 10 µM; 360,000 tested, 0.19% active; AID 602162;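 active = fluorescence ratio to DMSO below 75%, the collection mean minus 3 SD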;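 also: signal is porphyrin accumulated inside mitochondria; 100% equals median channel fluorescence of DMSO control wells; lower ratio means ABCB6 inhibition with less porphyrin fluorescence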
Target sequence (Q9NP58 whole entry, looked up): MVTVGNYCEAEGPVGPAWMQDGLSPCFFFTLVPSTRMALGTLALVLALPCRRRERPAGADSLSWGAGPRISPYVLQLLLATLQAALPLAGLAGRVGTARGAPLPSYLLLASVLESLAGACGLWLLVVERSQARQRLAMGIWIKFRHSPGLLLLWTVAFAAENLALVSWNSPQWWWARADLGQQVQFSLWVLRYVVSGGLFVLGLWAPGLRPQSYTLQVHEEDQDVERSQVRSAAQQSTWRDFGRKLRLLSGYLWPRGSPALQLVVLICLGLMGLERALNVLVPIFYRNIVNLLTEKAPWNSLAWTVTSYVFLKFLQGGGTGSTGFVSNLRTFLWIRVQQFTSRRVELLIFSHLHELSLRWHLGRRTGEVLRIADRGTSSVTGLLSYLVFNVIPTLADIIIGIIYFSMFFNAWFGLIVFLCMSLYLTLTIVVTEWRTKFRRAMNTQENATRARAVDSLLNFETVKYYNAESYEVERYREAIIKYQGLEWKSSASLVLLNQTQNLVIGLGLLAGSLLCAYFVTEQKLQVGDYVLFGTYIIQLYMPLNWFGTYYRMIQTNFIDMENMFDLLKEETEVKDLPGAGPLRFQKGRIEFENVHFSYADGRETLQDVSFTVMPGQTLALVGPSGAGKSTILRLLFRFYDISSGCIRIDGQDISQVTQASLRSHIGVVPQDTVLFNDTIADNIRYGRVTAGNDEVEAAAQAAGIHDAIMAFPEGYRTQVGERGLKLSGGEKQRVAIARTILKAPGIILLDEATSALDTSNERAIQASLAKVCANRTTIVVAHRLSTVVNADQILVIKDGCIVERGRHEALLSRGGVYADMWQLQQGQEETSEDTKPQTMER
m5-HT2A agonist – agonists of mouse serotonin 5-HT2A receptor (HTR2A); P35363; CHO-K1 mHTR2A beta-arrestin complementation, luminescence; percent of 30 µM serotonin response; activation, % at 7.6 µM; 360,000 tested, 0.66% active; AID 624169;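 active = activation above a run cutoff, the mean activation of all tested compounds plus 3 SD, cut at about 14% in these data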;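 also: 0% = plate median of compound wells and 100% = 30 µM serotonin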
Cardio protect – modulators protecting cardiomyocytes from myocardial damage; H9c2 cardiomyocytes, H2O2 injury protection, ATPLite, 2 h; protection from H2O2 cell death, % at 20 µM; 360,000 tested, 0.63% active;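 active = compounds giving at least 50% protection of heart cells from peroxide-induced death in the single-dose screen, raw or plate-pattern-corrected value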;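 also: 0% = DMSO wells with peroxide and 100% = DMSO wells without peroxide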
Vif inh – blocks HIV Vif function | HEK293T cells, Vif self-association by quenched fluorescence, imaging, 24 h | inhibition, % at 7.49 µM | 340,000 tested, 0.35% active | AID 602346; in the data active = inhibition above about 50%, passing the limit was not always enough; also: some results filed as inactive read as strong as hits
Granule exo inh – lytic granule exocytosis inhibition. AID 651702. TALL-104 LAMP-1 surface exposure, flow cytometry; cells stimulated with thapsigargin and PMA. inhibition, % at 10 µM. 360,000 tested, 0.66% active;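 active = inhibition above about 55%, limit read from the data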
CaV13 ICDI inh – Primary screen for inhibitors of IQ motif and Ca2+-dependent inactivation inhibitor domain binding in CACNA1D, Förster resonance energy transfer in living cells, … | HEK cells, CFP/YFP FRET ICDI-IQ, plate reader, 10 min; percent FRET-ratio fall versus neutral wells | inhibition, % at 12.3 µM | 340,000 tested, 0.098% active | AID 743397;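 active = mean replicate inhibition of at least 30% and at least 1% of replicates passing that level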;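 also: 0% = median of the neutral control wells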
* marks the source's active call; other numbers are inactive results; . = not tested or not shown.

The line under a structure holds: PDI turbidity	hiPSC survival	aDG glyco act	Glyco luc inh	ABCB6 inh MLPCN	m5-HT2A agonist	Cardio protect	Vif inh	Granule exo inh	CaV13 ICDI inh
- NC(N)=NS(=O)(=O)c1ccc(N=C2C(=O)Nc3ccccc32)cc1
 : -3	0.0	0.1	1	97	2	5	-6	2	-19
- CCS(=O)(=O)N1CCC(C(=O)Nc2cccc(F)c2)CC1
 : -7	2.5	0.0	-1	100	1	5	1	1	-5
- COc1ccc(NC(=O)CC23CC4CC(CC(Br)(C4)C2)C3)c(OC)c1
 : 0	-0.2	0.0	-1	99	6	1	-17	-4	-3
- O=C(NCCN1CCOCC1)c1ccc2c(c1)N(Cc1ccccc1F)C(=O)c1ccccc1S2(=O)=O
 : 0	-0.4	-0.3	-1	107	-4	1	2	-1	-2
- Cc1cc(OCC(=O)Nc2ccc(CCO)cc2)c2c(C)c(C)c(=O)oc2c1
 : 3	-0.3	4.7	10	100	0	22	-2	0	-13
- Cc1ccc(C(=O)NCCOc2ccc(Cl)cc2)cc1
 : -3	-0.3	0.0	2	93	-4	-10	-10	-11	-4
- CCOc1ccc(C(=O)CCC(=O)NC2=NCCS2)cc1
 : -1	-0.5	-0.3	3	124	-15	2	0	-3	-5
- CCOCCCNC(=O)C(NC(=O)c1ccc2c(c1)OCO2)c1ccccc1 (stereo unspecified)
 : 7	0.2	2.7	3	92	-2	-2	-4	1	-6
- CC(C)(C)c1ccc(C2(C)NC(=O)N(CC(=O)NC3CCS(=O)(=O)C3)C2=O)cc1 (stereo unspecified)
 : -5	0.0	0.1	-1	98	9	4	9	-1	-5
- N#Cc1ccc(-c2ccc(F)cc2)nc1SCC(=O)Nc1sc2c(c1C#N)CCC2
 : -6	-1.8	0.3	-1	101	-2	0	3	2	-5
- CN1CCC(=O)N(CCOc2ccccc2)CC1
 : 5	2.4	-0.1	3	95	8	-4	-7	-2	-5
- COc1ccc(C2SC[C@@H](C(=O)O)N2C(C)=O)cc1 (stereo partly specified)
 : 3	-3.0	0.8	-1	100	-3	0	1	-2	.
- COc1ccc(NC(=S)NC(=O)/C=C/c2ccc(F)cc2)cc1
 : -7	-0.1	0.0	-1	95	-2	-2	-7	-3	-20
- CC1CCC(C(C)C)C(OC(=O)Cn2nnc3c(cnn3-c3ccccc3)c2=O)C1 (stereo unspecified)
 : 12	-0.3	0.0	-5	96	3	-5	-1	-2	1
- COc1ccc(/C=C2/CCCc3ccccc3C2=O)cc1
 : 0	-0.7	0.1	8	93	-1	-12	7	-4	-6
- Cc1ccc(Nc2nc(-c3ccncc3)cs2)cc1
 : 11	-3.5	3.5	-14	95	-3	-14	-2	-1	-12
- Cc1ccc(C2C(C#N)=C(N)Oc3cc(C)oc(=O)c32)o1 (stereo unspecified)
 : 1	-0.8	-0.1	4	98	8	-4	5	11	-6
- O=C(NC(=S)NCc1ccccc1)c1cccc(Cl)c1
 : -11	-0.6	0.0	-2	97	-7	-9	-4	-11	-4
- O=C(N/N=C/c1cnc(N2CCOCC2)s1)c1ccccc1
 : 2	2.6	-0.1	2	89	3	15	10	0	-6
- COc1cccc(C(=O)C2CCCN(C(=O)c3ccc(C#CC(C)(C)O)cc3)C2)c1 (stereo unspecified)
 : -2	0.6	0.3	-1	97	0	-5	.	-4	-5

Remaining list, next part
The line under a structure holds: PDI turbidity	hiPSC survival	aDG glyco act	Glyco luc inh	ABCB6 inh MLPCN	m5-HT2A agonist	Cardio protect	Vif inh	Granule exo inh	CaV13 ICDI inh
- Cc1[nH]c2ccccc2c1C(=O)C(=O)NCCc1ccc(S(N)(=O)=O)cc1
 : 0	-0.3	-0.3	0	98	-2	4	1	-7	-5
- O=C(O)CCc1nn2c3ccccc3n(CC(=O)c3cccs3)c2nc1=O
 : 5	-0.8	-0.3	0	99	-1	-2	-2	1	-5
- COc1ccc(CNC2CCCc3ccccc32)cc1OC (stereo unspecified)
 : 3	-0.8	0.3	-1	104	1	4	-11	-1	-5
- NS(=O)(=O)c1ccc(NC(=S)N2CCN(c3ccccc3)CC2)cc1
 : -6	-0.8	-0.2	3	95	0	-6	6	-2	-18
- O=C(NCc1ccco1)c1cc(=O)c2ccccc2o1
 : -5	-0.9	0.0	1	99	2	20	-1	-6	-4
- Cc1csc(Nc2nc(N)c(C(=O)Nc3cc(Cl)ccc3F)o2)n1
 : 5	0.0	0.0	-1	96	-6	-7	2	0	-6
- O=C(Nc1cccc([N+](=O)[O-])c1)c1ccccc1
 : -1	-0.2	0.1	1	99	-2	-7	4	-2	5
- COc1ccc(C(C[N+](=O)[O-])C2(c3ccc(OC)c(OC)c3)C(=O)c3ccccc3C2=O)cc1 (stereo unspecified)
 : -12	-4.4	-0.4	-9	94	2	-11	2	50	.
- COc1ccc(O)c(/C=N/NC(=O)CCC(=O)Nc2cccc(C)c2)c1
 : -9	-0.5	0.4	-2	99	-2	43	4	6	-16
- COc1ccc(C(=O)c2ccccc2)cc1Br
 : -2	-1.0	0.1	-3	97	0	1	4	0	-6
- CCOc1ccc(CNC(=O)CS(=O)(=O)Cc2nc(-c3ccc(OC)cc3)oc2C)cc1
 : .	2.3	-0.2	0	94	20*	-4	-1	1	-6
- O=C(CCc1ccc(O)c(O)c1)N/N=C/c1cc2c(cc1[N+](=O)[O-])OCO2
 : 2	-0.4	0.1	1	100	-2	26	6	-4	.
- O=[N+]([O-])c1cccc(CON=Cc2cc(Cl)ccc2O)c1
 : -5	-3.8	0.0	0	100	-6	-11	7	5	-6
- C=CCNc1nc(N)c(C(=C(C#N)C#N)c2ccc(Br)cc2)s1
 : -3	-0.4	0.2	-6	96	-4	56*	3	30	-18
- CS(=O)(=O)c1[nH]nc(-c2ccccc2)c1C#N
 : 15	-0.3	0.0	1	101	6	4	-3	-4	-4
- O=C(Cc1ccccc1F)Nc1cc(Cl)ccc1N1CCCC1
 : 7	1.2	0.0	-3	94	-4	-3	-5	9	-5
- Cc1ccccc1NC(=O)C1CCCN1C(=O)NC1CCCCC1 (stereo unspecified)
 : 2	-1.0	0.0	-1	98	3	-3	10	4	-5
- COc1cc2nc(C3CCC3)n(NC(=O)C3CCCC(OC)C3)c(=O)c2cc1OC (stereo unspecified)
 : -3	-2.7	-0.1	0	96	1	3	-15	0	-6
- COc1ccc(C(=O)NC23CC4CC(CC(C4)C2)C3)cc1
 : 2	-0.2	0.1	-2	92	-4	1	-3	2	-16
- CCc1ccc(N2C(=O)CN(Cc3cccs3)C2=S)cc1
 : 5	-0.3	-0.2	0	96	-1	-12	5	-2	0

Single entries from the results shown:
Reading for `CCOc1ccc(CNC(=O)CS(=O)(=O)Cc2nc(-c3ccc(OC)cc3)oc2C)cc1` under hiPSC survival: 2.3
Reading for `O=C(O)CCc1nn2c3ccccc3n(CC(=O)c3cccs3)c2nc1=O` under m5-HT2A agonist: -1

Following part.
The line under a structure holds: PDI turbidity	hiPSC survival	aDG glyco act	Glyco luc inh	ABCB6 inh MLPCN	m5-HT2A agonist	Cardio protect	Vif inh	Granule exo inh	CaV13 ICDI inh
- COc1cccc(CNC(=O)c2cc3c(cc2Cl)N2CCCCCC2=NS3(=O)=O)c1
 : -2	-0.4	0.3	-1	98	2	-2	-5	8	-13
- COc1ccc(S(=O)(=O)N2CCN(c3ccc(C)cc3C)CC2)cc1OC
 : .	4.0	0.0	1	97	-1	-44	-2	0	-3
- CC(=O)c1ccc(Sc2ccccc2)c([N+](=O)[O-])c1
 : -1	0.1	-0.1	-1	95	-2	-3	-4	-10	-2
- O=c1cc(-c2ccc(Cl)cc2)oc(=O)[nH]1
 : 0	-0.5	-0.1	0	100	0	9	-3	3	-6
- O=C(COC(=O)c1ccccc1)NCc1cccs1
 : 0	0.0	-0.2	1	101	1	-2	-12	2	-4
- CC(C)(C)n1nnnc1C(c1ccccc1)N1CCN(c2ncc(C(F)(F)F)cc2Cl)CC1 (stereo unspecified)
 : .	1.1	0.1	.	92	-5	.	.	5	-7
- Cc1ccc(CNS(=O)(=O)c2ccc(F)c(F)c2)n1C
 : 1	0.7	-0.1	-2	102	-3	-2	23	2	-5
- O=C(COc1ccc(Br)cc1)NCc1ccccn1
 : 10	3.2	0.1	4	99	0	4	-5	-6	-8
- Cc1cc(C)c(NC(=O)CCCC(=O)O)c(Cl)c1
 : 3	-0.5	0.2	0	105	2	-2	0	-2	-7
- O=C(Nc1nnc(-c2ccco2)o1)c1ccc(Cl)s1
 : 1	-0.3	0.1	2	100	4	16	0	1	.
- Cn1c2ccccc2c2cc(C(=O)N3CCOCC3)sc21
 : 7	-1.0	0.1	1	99	2	-3	5	4	-4
- Cc1cn(C(=O)c2ccccc2)c(=S)n1-c1ccc(Cl)cc1
 : -4	-0.3	-0.1	-1	96	1	11	-5	1	-3
- COc1ccc(C(=O)NC2CCN(S(=O)(=O)c3ccc(F)cc3)CC2)cc1
 : -12	-0.1	0.0	2	96	5	4	-7	-5	-21
- COc1ccc(CSC(=S)NNc2ccccc2)cc1
 : 12	-2.7	-0.2	7	94	-1	-10	-10	2	-6
- O=C(O)c1ccccc1-n1cnnn1
 : 2	-0.6	0.1	-1	96	4	1	3	-8	-3
- Cc1cc2c(c(=O)n1Cc1cccnc1)C(c1ccccc1)C(C#N)=C(N)O2 (stereo unspecified)
 : -12	-6.6	-0.2	-1	94	0	-2	10	8	-6
- Cc1ccnn1CCC(=O)N1CCCC(CCC(=O)N2CCN(c3ccccn3)CC2)C1 (stereo unspecified)
 : -5	1.2	0.2	1	98	6	-5	-9	5	-6
- CC(C)C[C@H]1CN(CCCC[C@@H]2CNC(=O)C(=O)N2Cc2ccccc2)C(=O)C(=O)N1CC1CCCCC1
 : .	0.0	0.0	.	99	0	.	.	15	-3
- COc1ccccc1C(=O)NC(=O)CSc1nnc2ccccn12
 : -7	-0.1	0.1	-1	96	0	29	7	-7	-6
- O=C1N=C(N2CCOCC2)S/C1=C\c1cccs1
 : -2	-0.8	-0.4	0	95	4	-4	2	-3	-2
